Source: PubChem BioAssay (several laboratories)
MEX-5 binding: C. elegans MEX-5 TCR-2 RNA binding activity | Q9XUB2 | MEX-5/FITC-TCR2 RNA binding, fluorescence polarization; stronger effect = lower value | activity score (negative = inhibition of binding), % at 10 µM | actives 0.38% (n = 300,000) | AID 1832;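 active means inhibition past about -25% in most replicates, and total fluorescence under double the plate's negative control median, limit read from the data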;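 further: 0% = DMSO and -100% = 5 µM competing unlabeled TCR2 RNA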
Bcl-xL primary: inhibitors of human Bcl-xL | actives 0.7% (n = 320,000) | GST-Bcl-xL / FITC-Bim BH3 peptide fluorescence polarization | Q07817 | inhibition, % at 10.9 µM | AID 2129;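 active means inhibition above the mean of all tested compounds plus 3 SD, cutoff set per campaign, cut at about 30% in these data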;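 further: 0% = DMSO wells and 100% = unlabeled Bim-BH3 peptide competitor; inhibitors lower millipolarization by displacing the labeled peptide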
GLD-1 RNA inh: GLD-1-TGE RNA interaction inhibition (C. elegans); inhibition, % at 5.96 µM; Q17339; actives 0.44% (n = 320,000); purified GLD-1 + fluorescein TGE RNA, fluorescence polarization; AID 2280;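 active means percent inhibition above a per-plate cutoff, the plate mean of test compounds plus 3 SD, cut at about 30% in these data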;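 further: 0% = DMSO wells with GLD-1 and probe and 100% = wells lacking GLD-1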
Target sequence (Q17339 whole entry, looked up): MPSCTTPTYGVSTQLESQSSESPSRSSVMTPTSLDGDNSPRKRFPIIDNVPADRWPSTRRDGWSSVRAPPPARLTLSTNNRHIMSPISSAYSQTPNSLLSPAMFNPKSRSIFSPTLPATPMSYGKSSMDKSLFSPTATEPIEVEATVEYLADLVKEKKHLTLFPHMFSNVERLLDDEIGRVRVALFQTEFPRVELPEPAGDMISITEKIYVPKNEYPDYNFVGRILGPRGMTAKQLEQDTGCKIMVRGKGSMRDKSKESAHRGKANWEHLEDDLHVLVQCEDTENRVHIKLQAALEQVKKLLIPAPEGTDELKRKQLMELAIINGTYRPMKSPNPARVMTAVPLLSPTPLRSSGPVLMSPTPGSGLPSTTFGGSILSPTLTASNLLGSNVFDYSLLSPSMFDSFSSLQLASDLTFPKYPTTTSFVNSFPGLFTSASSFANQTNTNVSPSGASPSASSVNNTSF
Efflux pump inh: antifungal efflux pump inhibition, Nile Red retention; S. cerevisiae Candida pump triplex; inhibition, % at 10 µM; actives 0.44% (n = 330,000); AID 485275;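 active means plate passing quality check with inhibition over a set limit, or well fluorescence over plate mean plus 4 SD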;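 further: Nile Red retained in pooled yeast measured as flow cytometry median fluorescence; 0% = buffer negative control and 100% = Enniatin B positive control; higher means more Nile Red kept so more efflux inhibition; some compounds called inactive have numbers as strong as hits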
GRK2 inh: blocks RNA aptamer binding to human GRK2. actives 0.59% (n = 330,000). bead flow cytometry, FAM-aptamer displacement from GRK2. inhibition of aptamer binding, % at 10 µM. P25098. AID 488847;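 active means inhibition of aptamer binding above 40%, roughly 3 SD of noise, on plates passing a quality check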;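 further: median bead fluorescence of bound FAM aptamer so fluorescent compounds give negative values; no value below 0 was filed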
VLA-4 inh: inhibition in a human VLA-4 binding assay; VLA-4 expressing cells, ligand binding flow cytometry; actives 0.2% (n = 330,000); inhibition, % (about 7 µM as worked out from the volumes in the protocol); P13612; in the data active means inhibition above about 50%
Fam108B inh: Fam108B inhibition, counter-screen for RBBP9 inhibitors | inhibition, % at 9.51 µM | recombinant Fam108B, FP-Rh probe fluorescence polarization | AID 1947 | actives 0.33% (n = 300,000);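 active means inhibition above the screen mean inhibition plus 3 SD, computed separately per campaign, cut at about 18% in these data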;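 further: inhibitors lower polarization as less probe binds the enzyme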
PME-1 primary: PME-1 (human) inhibition | Q9Y570 | recombinant PME-1, FP-Rh probe fluorescence polarization | inhibition, % at 5.9 µM | actives 0.53% (n = 320,000) | AID 2130;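 active means inhibition above the campaign mean of all compounds plus 3 SD, cut at about 26% in these data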;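 further: competitive labeling of PME-1 active site by serine hydrolase directed probe; 0% = PME-1 with DMSO and 100% = wells lacking PME-1 enzyme; inhibitors block probe labeling so polarization falls and inhibition rises; many of its hits are not listed in these tables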
MCL1 BIM primary: MCL1-BIM-BH3 interaction inhibition (human). AID 2057. Q07820. actives 0.68% (n = 320,000). GST-MCL1 / FITC-Bim-BH3 fluorescence polarization. inhibition, % at 10.9 µM;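 active means inhibition above the mean inhibition of all tested compounds plus 3 SD, set per campaign, cut at about 40% in these data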;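 further: 0% = DMSO wells and 100% = unlabeled Bim-BH3 peptide control; higher means more loss of mP so more displacement of Bim peptide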
Target sequence (Q07820 whole entry, looked up): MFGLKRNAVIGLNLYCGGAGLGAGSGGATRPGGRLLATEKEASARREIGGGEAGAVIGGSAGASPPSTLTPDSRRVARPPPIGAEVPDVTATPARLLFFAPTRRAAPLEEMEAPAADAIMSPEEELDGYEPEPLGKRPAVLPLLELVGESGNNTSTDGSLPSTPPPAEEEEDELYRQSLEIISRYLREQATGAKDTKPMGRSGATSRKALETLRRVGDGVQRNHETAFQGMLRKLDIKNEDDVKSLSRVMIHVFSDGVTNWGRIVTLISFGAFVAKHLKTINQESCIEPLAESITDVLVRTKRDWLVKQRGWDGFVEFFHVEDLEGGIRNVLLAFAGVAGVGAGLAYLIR
An asterisk follows results filed as active; x = not tested or not shown. These rows are one share of the data; rates above refer to the full screens.

SMILES	MEX-5 binding	Bcl-xL primary	GLD-1 RNA inh	Efflux pump inh	GRK2 inh	VLA-4 inh	Fam108B inh	PME-1 primary	MCL1 BIM primary
COC(=O)C(C#N)C(=C1C(=O)CC(C)(C)CC1=O)c1ccc(O)cc1 (stereo not given)	-0.3	8	-6	0.0	2	13	3	-2	9
COc1ccc(C2CC(C(F)(F)F)n3nc(C(=O)O)c(Br)c3N2)cc1 (stereo not given)	0.8	6	5	0.1	2	4	-2	-6	6
O=C(/C=C/c1c(F)cccc1Cl)c1ccc(O)cc1	-2.5	-4	2	0.1	3	25	-3	-7	4
OCCCCNCc1ccc(OCc2ccccc2Cl)cc1	-0.4	-3	2	-0.1	0	15	8	-3	6
CCCCNC(=O)CNC(=S)N(Cc1ccc(C)cc1)Cc1ccco1	1.4	-3	-3	0.1	1	6	-1	2	-4
COc1ccc(OC)c(CCNC(=O)CN2C(=O)COc3ccc(S(=O)(=O)N4CCOCC4)cc32)c1	2.1	-2	3	0.2	2	-1	2	0	-3
COc1cc(C(=O)NC(=S)Nc2cccc(-c3cc4ccccc4oc3=O)c2)cc(OC)c1OC	-0.2	-1	-6	0.2	0	-2	-21	-16	0
CCNS(=O)(=O)c1ccc(NC(=O)c2ccccc2OCC)cc1	-0.4	4	0	0.0	3	-4	-1	8	-2
CC(C)C1/C(=N/O)CC(c2ccccc2)NC1c1ccccc1 (stereo not given)	3.0	3	1	-0.1	0	27	-1	2	6
C=CCn1c(SCC(=O)c2c(C)[nH]c3ccccc23)nnc1-c1ccncc1	-4.2	-1	-2	0.0	0	-3	-4	-5	-7
O=C1OCCC1Sc1nnnn1-c1ccc(Cl)cc1 (stereo not given)	1.0	-6	2	-0.2	1	-2	-6	-2	2
Cc1ccn(CC(=O)N2CCCC(Nc3ccc(F)c(F)c3)C2)n1 (stereo not given)	2.5	4	-8	-0.2	1	-4	0	-2	10
O=c1[nH]c2ccccc2nc1C(F)(F)F	-1.2	1	-4	-0.1	0	5	-1	3	3
COc1ccc(CCNC(=O)C23CN(Cc4ccccc4)CC2C(c2ccc([N+](=O)[O-])cc2)=NO3)cc1 (stereo not given)	0.6	5	1	0.3	1	-1	0	-2	8
Cc1c(NS(=O)(=O)c2ccc(Br)s2)c(=O)n(-c2ccccc2)n1C	1.1	2	-4	0.1	2	15	-1	0	-3
Cc1ccc(C)n1-c1ccc(C(=O)NCc2cccnc2)cc1	-3.8	6	-5	0.2	0	10	1	-1	3
COc1ccc2oc(C(=O)OCC(=O)N(C)Cc3ccccc3)c(C)c2c1	-1.9	-1	1	0.1	2	9	-4	3	-4
COC(=O)c1ccc(C(=O)OC)c(NC(=O)CN(c2ccccc2)S(=O)(=O)N(C)C)c1	0.3	2	-4	0.0	0	8	2	2	2
Cc1cccc(-c2nnc(NC(=O)c3ccco3)s2)c1	2.5	0	2	0.1	0	-5	-2	7	-4
COc1ccccc1/C=N/NC(=O)c1ccc(NC(=O)c2cccc([N+](=O)[O-])c2)cc1	-2.1	3	-1	0.2	0	6	0	4	10
O=C(O)c1cccc(NC(=O)c2ccc3c(c2)C(=O)N(Cc2ccco2)C3=O)c1	-2.2	10	0	0.0	2	0	-1	-5	4
CC1CCN(C(=O)c2ccc(N(C)S(C)(=O)=O)cc2)CC1	2.0	2	-4	0.0	1	3	2	-2	-7
COc1ccc(S(=O)(=O)n2nc(OC(=O)c3ccco3)cc2N)cc1	1.1	-5	-1	-0.1	4	6	-2	-3	7
CCOn1c(=O)c(-c2ccccc2)[n+]([O-])c2ccccc21	0.5	2	4	0.2	1	15	0	2	5
CCN(CC)c1ccc(NC(=O)c2ccccc2)cc1S(=O)(=O)Nc1ccccc1OC	0.9	13	6	0.3	1	22	0	-6	13
CCOC(=O)c1c(C)n(C)c2ccc(O)c(CN(C)C)c12	0.0	2	-3	0.3	1	3	-6	1	6
CCOC(=O)CSc1nnc(-c2ccoc2C)n1-c1ccc(OCC)cc1	2.7	-1	-4	0.0	5	-23	-2	-10	-7
COc1ccc(CC(NC(C)=O)C(=O)NC2CCN(S(=O)(=O)c3ccc(NC(C)=O)cc3)CC2)cc1 (stereo not given)	1.0	-3	-1	-0.2	1	2	2	-3	-5
O=C(NCCCc1ccccc1)C1CC(=O)N(c2ccc3c(c2)OCCO3)C1 (stereo not given)	0.8	-1	6	0.1	0	-3	-1	-2	7
CCCn1nc(NC(=O)c2ccco2)c2cc3ccccc3nc21	-2.1	-2	-2	0.0	0	19	-1	-1	-9

Copied from the list:
In Efflux pump inh, CCCn1nc(NC(=O)c2ccco2)c2cc3ccccc3nc21 has 0.0
In MEX-5 binding, COc1ccc(CC(NC(C)=O)C(=O)NC2CCN(S(=O)(=O)c3ccc(NC(C)=O)cc3)CC2)cc1 (stereo not given) has 1.0
In Bcl-xL primary, Cc1ccc(C)n1-c1ccc(C(=O)NCc2cccnc2)cc1 has 6
In VLA-4 inh, CCOC(=O)CSc1nnc(-c2ccoc2C)n1-c1ccc(OCC)cc1 has -23

Further compounds.
SMILES	MEX-5 binding	Bcl-xL primary	GLD-1 RNA inh	Efflux pump inh	GRK2 inh	VLA-4 inh	Fam108B inh	PME-1 primary	MCL1 BIM primary
CCC(C)NC(=O)CS(=O)Cc1nc(-c2cccc(C)c2)oc1C (stereo not given)	-0.4	-1	-2	0.0	0	0	1	-2	2
CCN(c1ccccc1)c1cc(C)nc2nc(C)nn12	-4.4	-2	8	-0.1	1	15	1	0	-6
COc1c(S(=O)(=O)Nc2cccnc2)ccc(Cl)c1Cl	1.3	4	3	0.0	0	9	0	-4	5
O=C(/C=C/c1cccc(O)c1)c1ccc(N2CCOCC2)cc1	-4.2	2	0	-0.2	1	10	0	1	1
CCN1C(=O)[C@@H]2Cc3c([nH]c4ccccc34)C(c3cc(OC)c(OC)c(OC)c3)N2C1=S (stereo not given in full)	-3.3	-37	-45	0.0	1	-277	-3	20	-58
Cc1ccc(CNC(=O)C(=O)NCCC2CCCCN2S(=O)(=O)c2ccc(C)cc2)cc1 (stereo not given)	-2.6	4	12	0.1	0	16	-3	-6	1
CCCCCc1ccc(OCCCC[n+]2cccc(C)c2)c(CCCCC)c1	0.2	1	12	0.0	0	-5	2	-5	-1
Cc1cc(C(=O)Nc2ncc(C)s2)c2ccccc2n1	-1.6	-4	-6	0.0	0	5	0	5	0
COc1ccccc1-n1c(C)cc(SC)c(C(C)=O)c1=S	-0.5	2	6	0.3	1	16	0	-9	5
N#Cc1cc(Oc2ccccc2)c(-n2nnc3ccccc32)cc1C#N	2.1	4	0	0.0	0	-2	-1	-6	10
CCc1nc(SCC(=O)OC(C)C)c2ccccc2n1	1.7	7	2	-0.1	0	5	5	1	2
CC(OC(=O)c1n[nH]c2ccccc12)C(=O)NC1CCCCC1C (stereo not given)	x	-4	2	0.1	0	8	x	4	-7
Cc1cc(C)c(NC(=S)N2CCC(N(C)CC3CCCO3)CC2)c(C)c1 (stereo not given)	-0.8	11	4	-0.1	0	7	-2	2	2
Cc1ccccc1C1c2[nH]c3ccccc3c2C[C@H]2C(=O)N(c3ccccc3C(=O)NCCN3CCOCC3)C(=O)N12 (stereo not given in full)	2.4	7	25	0.1	0	9	-1	4	3
COc1cccc(NC(=O)c2cnsn2)c1	-3.2	-1	7	-0.1	2	9	1	-16	-6

5 compounds from above with just Fam108B inh and MEX-5 binding.
SMILES,Fam108B inh,MEX-5 binding
N#Cc1cc(Oc2ccccc2)c(-n2nnc3ccccc32)cc1C#N,-1,2.1
Cc1cc(C)c(NC(=S)N2CCC(N(C)CC3CCCO3)CC2)c(C)c1 (stereo not given),-2,-0.8
CCCCCc1ccc(OCCCC[n+]2cccc(C)c2)c(CCCCC)c1,2,0.2
COc1cccc(NC(=O)c2cnsn2)c1,1,-3.2
Cc1ccccc1C1c2[nH]c3ccccc3c2C[C@H]2C(=O)N(c3ccccc3C(=O)NCCN3CCOCC3)C(=O)N12 (stereo not given in full),-1,2.4

Additional entries.
SMILES	MEX-5 binding	Bcl-xL primary	GLD-1 RNA inh	Efflux pump inh	GRK2 inh	VLA-4 inh	Fam108B inh	PME-1 primary	MCL1 BIM primary
C=C(C)COc1ccc(-c2nc(N)ncc2Oc2ccccc2OC)c(O)c1	x	4	8	0.0	0	10	-6	13	4
CCOc1ccc(CC(=O)NCc2ccc3c(c2)cc(C)n3C)cc1	-4.1	1	11	0.1	0	-10	-3	2	5
CCCCn1c(SCC(=O)NC2CC2)nnc1-c1ccncc1	-0.8	2	-4	0.1	1	14	-3	-1	0
COc1ccc(NC2CCCN(C(=O)CCc3ccncc3)C2)cc1OC (stereo not given)	-1.9	5	12	-0.2	0	2	0	-8	8
O=C(Nc1cccc(C(F)(F)F)c1)c1cccnc1N1CCN(c2ccccc2)CC1	0.5	2	4	0.0	0	10	2	2	7
N#Cc1c(N)sc2c1CCCCCC2	-0.3	8	-1	-0.2	0	-7	2	7	18
Cc1ccccc1CN1C(=O)C2(OCCCO2)c2ccccc21	-0.8	3	-4	0.2	0	-7	-3	-3	-4
CCn1c(=O)c(C(=O)CN2CCN(S(=O)(=O)c3ccc(C)cc3C)CC2)c(N)n(Cc2ccccc2)c1=O	0.6	-13	4	-0.1	3	-19	4	3	-26
CN1C(=O)/C(=C/c2ccc(OCc3ccc(F)cc3)cc2)N(C)C1=S	-0.9	8	7	0.2	0	6	-1	2	1
O=C(NCCCN1CCCC1=O)c1cccc(Oc2ccccc2)c1	1.4	2	-2	0.1	2	11	2	0	3
CCOc1ccc(C(C)NC(=O)c2cccs2)cc1OCC (stereo not given)	3.5	-8	-1	0.1	0	2	2	-3	-6
